Source: PubChem BioAssay (The Scripps Research Institute Molecular Screening Center)
GPR151 activ: activators of human GPR151, primary screen, cell-based, PathHunter beta-arrestin, luminescence. AID 1508602, 2020. activation, % at 11.2 µM. PathHunter beta-arrestin GPR151 cells. G-protein coupled receptor 151 (Homo sapiens), Q8TDV0. hit rate 1% among 650,000; in the data active means activation above about 4.9%;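 further: 0% = median of compound wells and 100% = cells with positive control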
Target sequence (Q8TDV0 whole entry, looked up): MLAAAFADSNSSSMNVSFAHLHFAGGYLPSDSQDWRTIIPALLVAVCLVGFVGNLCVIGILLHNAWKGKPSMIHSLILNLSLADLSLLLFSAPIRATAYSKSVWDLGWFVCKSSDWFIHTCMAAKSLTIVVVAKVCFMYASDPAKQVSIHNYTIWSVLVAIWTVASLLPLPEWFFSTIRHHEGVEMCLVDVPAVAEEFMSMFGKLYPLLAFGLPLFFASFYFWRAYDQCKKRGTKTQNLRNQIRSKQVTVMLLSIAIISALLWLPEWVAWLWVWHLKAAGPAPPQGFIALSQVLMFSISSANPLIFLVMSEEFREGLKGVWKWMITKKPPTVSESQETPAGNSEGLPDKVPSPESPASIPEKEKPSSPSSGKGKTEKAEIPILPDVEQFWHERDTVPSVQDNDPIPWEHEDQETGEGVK
TEAD-YAP block: TEAD-YAP interaction inhibition, primary screen, TEAD-YAP interaction inhibitor project, luminescence, HEK-TIYL cells; inhibition, % at 9.12 µM; TEAD-Gal4/YAP UAS-luciferase luminescence; hit rate 1.4% among 640,000; in the data active means inhibition above about 32%;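 further: 0% = median of test compound wells and 100% = reference inhibitor wells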
MITF inh: MITF inhibitors, primary screen, biochemical, AlphaScreen, human; Microphthalmia-associated transcription factor (Homo sapiens), O75030; AlphaScreen MITF homodimerization, bead proximity signal; inhibition, % at 2.6 µM; hit rate 0.91% among 650,000; in the data active means inhibition above about 50%;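 further: 0% = vehicle wells with protein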
Target sequence (O75030 whole entry, looked up): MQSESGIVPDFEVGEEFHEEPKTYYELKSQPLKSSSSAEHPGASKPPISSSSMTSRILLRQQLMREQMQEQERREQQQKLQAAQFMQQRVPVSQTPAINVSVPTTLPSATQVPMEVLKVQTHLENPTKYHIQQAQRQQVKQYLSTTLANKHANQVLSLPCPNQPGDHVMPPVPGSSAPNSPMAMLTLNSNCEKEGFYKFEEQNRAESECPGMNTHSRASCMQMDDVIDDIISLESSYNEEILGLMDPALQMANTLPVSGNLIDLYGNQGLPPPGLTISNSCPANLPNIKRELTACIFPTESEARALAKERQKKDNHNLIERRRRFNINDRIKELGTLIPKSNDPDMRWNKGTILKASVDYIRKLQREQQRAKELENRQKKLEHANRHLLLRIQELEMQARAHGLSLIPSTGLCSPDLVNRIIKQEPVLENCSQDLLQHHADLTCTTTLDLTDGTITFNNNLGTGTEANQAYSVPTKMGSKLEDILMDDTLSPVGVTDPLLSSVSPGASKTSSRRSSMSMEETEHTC
FBW7 act: FBW7 E3 ligase activators, primary screen, biochemical, AlphaScreen, human. normalized activity (activation), % at 26.1 µM. AlphaScreen FBW7–phospho-cyclin E peptide binding, activator screen. hit rate 0.13% among 650,000. F-box/WD repeat-containing protein 7 (Homo sapiens), Q969H0; in the data active means normalized activity above about 1.9%;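 further: purified mutant Fbw7 with reduced substrate affinity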
* hit, by the source's call; . = not tested or not shown.

SMILES	GPR151 activ	TEAD-YAP block	MITF inh	FBW7 act
Cc1ccc(OCCNC(=O)CSc2ccc(C(F)(F)F)cc2[N+](=O)[O-])cc1C	3.4	-1	1	0.2
O=C1NC(=Nc2ccc(F)cc2)S/C1=C\c1ccco1	1.4	-10	21	0.1
O=C(O)c1ccccc1NC(=O)c1cc2ccccc2oc1=O	-3.0	3	-12	0.0
Clc1ccc(-n2ncc3c(N4CCN(c5ccc(Cl)c(Cl)c5)CC4)ncnc32)cc1	-0.5	9	10	0.3
Cc1cc(=O)[nH]c(-n2nc(C)cc2NC(=O)C(c2ccccc2)c2ccccc2)n1	0.5	18	23	0.0
O=C(/C=C/c1ccc([N+](=O)[O-])cc1)Nc1ccc(S(=O)(=O)N2CCCC2)cc1	0.5	3	2	-0.1
COC(=O)c1ccc(CNCCC2CCC(=O)N2Cc2cnc(C)cn2)cc1 (stereo not given)	3.2	-4	-13	-0.4
COc1cc(C(=O)NCCN(C(C)C)C(C)C)cc(OC)c1C	-2.2	9	4	0.6
CC(=O)N1CCN(c2ccc(NCc3ccccc3)cc2)CC1	-1.2	8	12	-0.5
Cc1ccc(CNC(=O)c2cnn3c(C)c(Cc4ccccc4Cl)c(C)nc23)cc1	-1.1	-5	-2	0.1
CCOc1ccc(C(=O)Nc2nc(-c3cc4ccccc4oc3=O)cs2)cc1	0.4	-15	12	0.1
Cc1nc(C)c(C(=O)N[C@@H](C)Cn2nnc3ccccc32)o1	3.0	-1	2	-0.1
CCn1c(SCC(=O)c2ccc(Cl)cc2)nc2sc3c(c2c1=O)CCC3	1.0	3	8	0.1
CC(C)NC(=O)C1CCN(C(=O)c2cnn(-c3ccccc3)c2-n2cccc2)CC1	-0.1	-1	-1	-0.1
Cc1cc(C(F)(F)F)nc(Sc2c(-c3ccccc3)c3cc(Cl)ccc3[nH]c2=O)n1	-0.2	5	3	-0.1
COc1ccccc1OCC(=O)Nc1ccccc1C(=O)Nc1cccc(C(=O)O)c1	0.6	-2	12	0.3
O=C(NC(=S)Nc1cccc(C(F)(F)F)c1)c1ccco1	-0.5	-25	5	0.1
CCOc1ccc(NC(=O)c2ccc(F)c(S(=O)(=O)NCc3ccc4c(c3)OCO4)c2)cc1	0.3	15	12	0.1
COc1ccc(-n2c(=S)[nH]c3cc(C(=O)N4CCc5ccccc5C4)ccc3c2=O)cc1OC	-0.7	1	3	-0.1
CN(C)NC1CC(=O)N(c2ccccc2)C1=O (stereo not given)	1.2	-2	2	-0.1
CC(C)(C)n1nc2c(c1-n1cccc1)CN(C(=O)C1CCN(S(C)(=O)=O)CC1)C2	0.0	1	4	-0.1
Cc1sc(NC(=O)c2ccc3c(c2)OCCO3)c(-c2nc3ccccc3s2)c1C	-1.5	0	-5	-0.1
Cc1nccc(CN2CCCC2c2nc(-c3cccnc3)n[nH]2)n1 (stereo not given)	1.9	4	-9	-0.8
Cn1nnnc1-c1ccc(Nc2nccc(-c3ccc(N4CCC(O)CC4)c(C#N)c3)n2)cc1	0.5	37*	3	-0.7
Cc1cc(C)n2nc(S(=O)(=O)NC(C)(C#N)C(C)C)nc2n1 (stereo not given)	-0.7	-2	-13	-0.1
O=C(Oc1ccccc1)c1cc([N+](=O)[O-])ccc1N1CCCC1	0.8	0	2	-0.1
N=c1sccn1CC(=O)Nc1ccc(Cl)cc1[N+](=O)[O-]	0.5	24	6	0.0
CC(=O)c1c(C)oc2c(Cl)cc(NS(=O)(=O)c3ccc(C)cc3C)cc12	4.1	-4	-2	-0.2
CCOc1ccc(S(=O)(=O)NCCc2cn3ccccc3n2)cc1	1.9	-3	-2	0.0
COc1cc(NC(=O)c2ccc3nc(-c4ccc(C(N)=O)cc4)sc3c2)cc(OC)c1OC	-1.3	46*	-3	0.2
COc1ccc(C(=O)O)cc1Nc1nc2ccccc2n2c(C)nnc12	-0.2	4	6	-0.1
COc1cc(NC(=O)c2ccc3nc(Nc4ccc5ncccc5c4)sc3c2)cc(OC)c1OC	1.1	-13	9	0.0
NS(=O)(=O)c1ccc(NC(=O)C(F)(F)F)cc1	0.5	2	3	-0.1
COc1ccc(Cl)cc1C(=O)Nc1ccc2oc(-c3ccc(F)cc3)nc2c1	0.4	-1	1	-0.1
O=C(NCCNc1ccc(Nc2ccncc2)nn1)c1ccccc1Cl	0.4	-1	-19	-0.1
COc1cccc(C2C(C#N)=C(N)Oc3n[nH]c(-c4ccc5c(c4)OCO5)c32)c1OC(=O)N1CCOCC1 (stereo not given)	0.2	2	5	0.2
COc1ccc(CCNc2ncnc3c2nc(N2CCN(Cc4ccc5c(c4)OCO5)CC2)n3C(C)C)cc1	-1.4	22	18	-0.1
O=C(NCC1Cc2c(ccc3cc(-c4ncccn4)ccc23)O1)C1=CCCCC1 (stereo not given)	0.3	0	11	0.0
O=[N+]([O-])c1ccccc1OCCOCCOc1ccccc1[N+](=O)[O-]	-0.2	-4	3	-0.1
CCC(C)NC(=O)CSc1nc2ccccc2[nH]1 (stereo not given)	0.1	-7	-8	0.0
CC(=O)N1CCC(N(CCCOC(C)C)C(=S)Nc2ccccc2F)CC1	-0.6	2	-1	0.3
COC(=O)Cn1cc(/C=C2/NC(=O)N(CC(=O)Nc3cccc(C)c3)C2=O)c2ccccc21	1.3	6	6	-0.1
O=C1CCCN1CCn1cnc2c(NC3CCN(Cc4ccccc4)CC3)nc(N3CCOCC3)nc21	1.4	5	3	-0.1
COc1ccc(NC(=O)CSc2nc3c(oc4ccccc43)c(=O)n2C)cc1OC	1.6	-5	-2	-0.1
CCSC1=C(C#N)C(c2ccc(C)cc2)[C@H](C(=O)OC)C(=O)N1 (stereo not given in full)	0.0	0	7	-0.2
CCn1c(-c2csc3c2CCC(C)C3)n[nH]c1=S (stereo not given)	-0.1	10	2	-0.1
C=CCSc1nnc(NC(=O)c2ccco2)s1	0.6	-33	-2	0.0
Cc1c(NC(=O)Nc2ccc(Cl)cc2Cl)c(=O)n(-c2ccccc2)n1C	-0.7	4	-7	-0.1
COC(=O)C1=C(C)NC2=C(C(=O)CC(c3ccc(OC)c(OC)c3)C2)C1c1ccc(Cl)cc1Cl (stereo not given)	-0.7	5	5	0.0
O=C(CSc1nncn1-n1cccc1)Nc1cccc(Cl)c1	-1.9	-8	11	0.7

New compounds follow:
SMILES	GPR151 activ	TEAD-YAP block	MITF inh	FBW7 act
CCCCN(C)CCC(=O)Nc1cc([N+](=O)[O-])ccc1OC	-1.6	-1	5	0.3
CCOC(=O)c1c(C)c(C(=O)NC(C)CC)c(C)n1C (stereo not given)	-0.3	13	17	0.0
O=C(NC1CCCCCCC1)c1cc(F)c(F)cc1Cl	-1.1	-52	0	0.0
Cc1noc(C)c1S(=O)(=O)N1CCCC(COCc2ccccc2)C1 (stereo not given)	0.2	-3	3	0.1
COc1ccc(-c2nc3c(NCCOc4ccccc4)ncnc3n2C(C)C)cc1	0.9	-8	11	-0.1
O=C(Nc1ccc2oc(-c3ccc(Cl)cc3Cl)nc2c1)c1ccc(Cl)cc1	-1.1	-4	5	0.1
CCN1CCCC1CNC(=O)C(C)n1c2ccccc2c2nc(=O)cc(C)n21 (stereo not given)	0.8	6	-8	-0.4
CCCN1C(=O)c2ccccc2NC1c1ccc(OC)c(COc2ccc(Cl)cc2)c1 (stereo not given)	0.6	1	13	0.2
Cc1sc2nc(SCC(=O)c3ccccc3)nc(N)c2c1C	-0.5	-16	8	-0.1
CCC(Sc1nc2ccsc2c(=O)n1C1CC1)C(=O)Nc1cccc(C)c1 (stereo not given)	0.8	-1	-11	0.0

Part of the list above in a different format:
Each structure is followed by: GPR151 activ	TEAD-YAP block	MITF inh	FBW7 act
- O=C(NC1CCCCCCC1)c1cc(F)c(F)cc1Cl
    -1.1	-52	0	0.0
- Cc1noc(C)c1S(=O)(=O)N1CCCC(COCc2ccccc2)C1 (stereo not given)
    0.2	-3	3	0.1

Later entries.
SMILES	GPR151 activ	TEAD-YAP block	MITF inh	FBW7 act
COc1ccc(/C=C2/C(=O)NN(c3ccc(Br)cc3)C2=O)cc1OC	3.6	7	1	0.1
CCCCSC1=C(C#N)C(c2ccccc2[N+](=O)[O-])C(C(C)=O)=C(C)N1 (stereo not given)	0.1	-4	3	-0.2
O=C1CSC(c2ccc(F)cc2)N1c1ccccc1 (stereo not given)	-0.1	-10	-6	-0.1
COc1ccc(-c2nc(N)c3ncn(-c4ccccc4)c3n2)cc1	-0.6	1	-6	0.1
c1ccc(-c2cc(Nc3ccc(N4CCOCC4)cc3)ncn2)cc1	0.0	-8	12	0.0
CCC(C)(C)NC(=O)CN(C(=O)c1csnn1)c1cc(Cl)ccc1C	0.4	-7	-13	-0.2
CCOC(=O)C1=C(C)Nc2[nH]c(=O)[nH]c(=O)c2C1c1ccc(O)c(OC)c1 (stereo not given)	-0.5	2	10	-0.1
COc1cccc(CNCC2CCCO2)c1 (stereo not given)	1.4	6	3	-0.2
CCCNc1nc(Nc2ccc(C)cc2)nc(N2CCOCC2)n1	-0.2	-29	8	-0.2
CC(=O)N(C1=C(N2CCOCC2)C(=O)c2ccccc2C1=O)c1ccc(F)c(F)c1	0.6	32*	24	-0.1
CCCCC(CC)CNC(CC(=O)Nc1cc(C)cc(C)c1)C(=O)O (stereo not given)	0.4	11	5	0.1
COc1ccc(NC(=S)Nc2ccc3[nH]c(=O)[nH]c3c2)cc1	1.0	5	9	-0.1
NC(=O)c1ccc(NC(=O)COC(=O)c2cc(C(F)(F)F)cc(C(F)(F)F)c2)cc1	1.1	7	10	-0.1
CCOC(=O)N1CCN(C(=O)C2CCN(S(=O)(=O)c3ccccc3)CC2)CC1	0.5	7	7	0.1
CSc1nnc(CNC(=O)COc2ccc(Cl)cc2Cl)n1-c1cccc(C(F)(F)F)c1	1.1	1	-18	0.0
Fc1ccc(-n2cc(-c3ccccc3)c3c(N4CCN(c5ccccc5Cl)CC4)ncnc32)cc1	-1.0	1	-2	0.2
COc1ccc(C(=O)c2cccc([N+](=O)[O-])c2)c2ccccc12	-0.5	8	1	-0.1
CCOC(=O)N/N=C1\CC(C)CC(C)(C)C1 (stereo not given)	-1.1	-16	15	0.6
COc1ccc(CNC(=O)CN2CCNC(=O)C2)cc1OC	1.5	11	-2	0.0
CC(=O)Nc1nc(C)c(-c2csc(Nc3ccc(S(=O)(=O)Nc4nc(C)cc(C)n4)cc3)n2)s1	0.9	-11	-4	-0.1
COc1ccc(OC)c(/C=C2\C(=O)NC(=S)N(c3cccc(F)c3)C2=O)c1	-0.6	7	27	1.3
Nc1nc(CN2CCC(Oc3ccc(F)cc3)CC2)nc2cc(Cl)ccc12	-0.9	-13	-3	-0.1
Clc1cccc(-n2cc(-c3ccccc3)c3c(NN4CCOCC4)ncnc32)c1	-1.7	-5	11	0.7
COc1ccc(-c2cccc(C(=O)NCCOc3ccccc3)n2)cn1	2.0	0	-14	0.1
COCCNC(=O)Cn1nc(C)c(NC(=O)c2cc(-c3ccccc3F)no2)c1C	-0.1	10	11	0.1
CC(C)(C)NCCOc1ccc(Cl)cc1Cl	1.3	3	6	0.8
Cc1ccc(-c2csc(NNC3=NCCCCC3)n2)cc1	0.2	-34	-7	0.1
CC#CCN1c2ccccc2[C@]23CCC(=O)N(Cc4cccc(C(F)(F)F)c4)C2=NC(C(=O)OC)=C(C(=O)OC)[C@H]13	-0.2	.	-24	0.1
Cc1c(NC2=NC3(CCCCC3)Cc3ccccc32)c(=O)n(-c2ccccc2)n1C	-1.9	-4	7	0.1
COc1ccc(C(=O)/C=C/c2cccs2)cc1OC	-0.1	-12	13	1.7
O=C(CN1CCN(S(=O)(=O)c2ccc(Br)cc2)CC1)c1ccc(F)cc1	-1.3	4	3	0.8
Cc1ccc(-n2nc3c(c2NC(=O)CC(C)C)CS(=O)(=O)C3)cc1	1.7	-2	-1	0.0

Grouped by structure, the compounds so far with an aryl thioether with sulfur outside any ring
SMILES	GPR151 activ	TEAD-YAP block	MITF inh	FBW7 act
Cc1ccc(OCCNC(=O)CSc2ccc(C(F)(F)F)cc2[N+](=O)[O-])cc1C	3.4	-1	1	0.2
CCn1c(SCC(=O)c2ccc(Cl)cc2)nc2sc3c(c2c1=O)CCC3	1.0	3	8	0.1
Cc1cc(C(F)(F)F)nc(Sc2c(-c3ccccc3)c3cc(Cl)ccc3[nH]c2=O)n1	-0.2	5	3	-0.1
CCC(C)NC(=O)CSc1nc2ccccc2[nH]1 (stereo not given)	0.1	-7	-8	0.0
COc1ccc(NC(=O)CSc2nc3c(oc4ccccc43)c(=O)n2C)cc1OC	1.6	-5	-2	-0.1
C=CCSc1nnc(NC(=O)c2ccco2)s1	0.6	-33	-2	0.0
O=C(CSc1nncn1-n1cccc1)Nc1cccc(Cl)c1	-1.9	-8	11	0.7
Cc1sc2nc(SCC(=O)c3ccccc3)nc(N)c2c1C	-0.5	-16	8	-0.1
CCC(Sc1nc2ccsc2c(=O)n1C1CC1)C(=O)Nc1cccc(C)c1 (stereo not given)	0.8	-1	-11	0.0
CSc1nnc(CNC(=O)COc2ccc(Cl)cc2Cl)n1-c1cccc(C(F)(F)F)c1	1.1	1	-18	0.0
